L3MBTL1 block – inhibitors of human L3MBTL1; Q9Y468; AlphaScreen L3MBTL1–H3K9me1 peptide binding; Potency, µM (highest dose often 57.1 µM), for the others: at the highest dose activity, negative = inhibition, usual class: inhibitors; hit rate 0.66% among 230,000; active means well fitted inhibition curve with a large enough effect; inconclusive means small, poorly fitted or top-dose-only effect; inactive means no such curve, though single readings can be large or run the other way; further: nearly all actives have a fitted effect of over 60% in size
Target sequence (Q9Y468 whole entry, looked up): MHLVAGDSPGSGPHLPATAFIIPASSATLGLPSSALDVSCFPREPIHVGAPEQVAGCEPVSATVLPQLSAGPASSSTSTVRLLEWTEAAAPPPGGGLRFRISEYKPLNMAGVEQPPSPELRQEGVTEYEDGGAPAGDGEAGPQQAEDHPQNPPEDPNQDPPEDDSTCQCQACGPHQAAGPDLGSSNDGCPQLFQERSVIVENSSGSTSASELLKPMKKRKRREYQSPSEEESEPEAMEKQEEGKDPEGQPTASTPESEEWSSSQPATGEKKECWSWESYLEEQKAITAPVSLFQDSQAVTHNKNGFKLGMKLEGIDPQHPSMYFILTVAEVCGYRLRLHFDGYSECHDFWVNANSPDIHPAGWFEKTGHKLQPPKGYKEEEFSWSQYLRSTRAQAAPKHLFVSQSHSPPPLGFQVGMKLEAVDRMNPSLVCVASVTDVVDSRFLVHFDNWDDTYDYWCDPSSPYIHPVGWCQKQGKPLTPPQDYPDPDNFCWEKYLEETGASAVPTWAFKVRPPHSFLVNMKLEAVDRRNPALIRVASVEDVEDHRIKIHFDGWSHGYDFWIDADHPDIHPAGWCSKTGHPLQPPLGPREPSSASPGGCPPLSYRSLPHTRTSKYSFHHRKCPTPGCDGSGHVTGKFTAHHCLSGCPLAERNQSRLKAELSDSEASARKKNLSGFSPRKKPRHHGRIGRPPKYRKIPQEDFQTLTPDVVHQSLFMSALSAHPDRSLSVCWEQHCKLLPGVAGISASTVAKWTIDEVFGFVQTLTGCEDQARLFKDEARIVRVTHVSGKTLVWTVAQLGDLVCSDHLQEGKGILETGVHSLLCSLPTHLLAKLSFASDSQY
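AlphaScreen assay: L3MBTL1 (50 nM final) was preincubated 30 min at room temperature with biotinylated H3(1-15)K9me1 peptide (75 nM final), then 30 min with library compounds; streptavidin donor and nickel chelate acceptor beads (10 ug/mL final) added, 30 min dark.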
* = called active by the depositor; u = inconclusive; [ ] = remark or other dose. On the % scale 0 is the no-effect control and ±100 the full control effect; potency means the concentration at half of the fitted maximal effect. An excerpt, so the mix of outcomes need not match the whole.

SMILES	L3MBTL1 block
Cc1c(C)c2ccc(OCC(=O)N3CC[C@@]4(O)CCCC[C@H]4C3)c(C)c2oc1=O	4%
COc1ccc(/C=C/C(=O)NNC(=O)c2ccncc2)c(OC)c1	3%
O=C(CNC(=O)c1ccccc1F)NCCN1C(=O)S/C(=C\c2ccc3c(c2)OCO3)C1=O	-2%
COc1ccc(CNC(=O)CSc2nc3c(oc4ccccc43)c(=O)n2CC2CCCO2)cc1 (centres undefined)	5%
CCn1c(SCc2cccc(C(=O)O)c2)nnc1-c1ccc(Cl)cc1	4%
CC1CC1C(=O)Nc1ccc(S(=O)(=O)N2CCCCC2)cc1 (centres undefined)	-12%
COc1ccc(CNC(=O)COC(=O)c2ccc(S(=O)(=O)NCc3ccco3)cc2)cc1	u
Cc1cc(O)c(C)c(O)c1/C=N/NC(=O)c1cccnc1	0%
CCOc1ccc(NC(=O)CN(C)C(=O)C(C)N2C(=O)c3ccccc3C2=O)cc1OCC (centres undefined)	4%
C[C@@H]1CN([C@H](C)CO)C(=O)c2cc(NC(=O)c3ccncc3)ccc2O[C@@H]1CN(C)C(=O)Nc1ccccc1	37%[activator]
CC1CCCCC12NC(=O)N(CC(=O)NCc1ccco1)C2=O (centres undefined)	0%
Cc1csc(SCC(=O)N(C)C2CCS(=O)(=O)C2)n1 (centres undefined)	10%
CC(=O)NS(=O)(=O)c1ccc(NC(=O)[C@@H]2CCCN2S(=O)(=O)c2ccc(Cl)cc2)cc1	5%
CCN(C(=O)C(C)OC(=O)c1nn(-c2ccccc2C(F)(F)F)cc1O)c1ccccc1 (centres undefined)	-1%
CC(C)(C)c1ccc(C(=O)NCC2CCCN2S(=O)(=O)c2ccccc2)cc1 (centres undefined)	-4%
O=C(N[C@H]1C/C=C\C[C@@H](CC(=O)N(CCO)Cc2ccccc2)C(=O)N2CCC[C@@H]2COC1=O)OCC1c2ccccc2-c2ccccc21	-4%
CSc1ccc(S(=O)(=O)NCC(=O)OC2CCOC2=O)cc1[N+](=O)[O-] (centres undefined)	0%
CC(C)(C)c1ccc(C(=O)Nc2ccc3c(c2)C(=O)NC3=O)cc1	0%
O=C(NC(=O)c1cc([N+](=O)[O-])ccc1Cl)C1=C(N2CCCC2)COC1=O	-3%
CCN(CC(=O)NCc1ccc(Cl)cc1)C(=O)COc1cccc(Cl)c1	-3%

Looked up one by one from the list above (2):
SMILES	L3MBTL1 block
O=C(NC(=O)c1cc([N+](=O)[O-])ccc1Cl)C1=C(N2CCCC2)COC1=O	-3%
CC(C)(C)c1ccc(C(=O)NCC2CCCN2S(=O)(=O)c2ccccc2)cc1 (centres undefined)	-4%

The list continues:
SMILES	L3MBTL1 block
Cc1cc(C)n2nc(C(=O)OCC(=O)NCc3ccc(Cl)cc3)nc2n1	0%
CCCCN(C(=O)c1cc(S(=O)(=O)N2CCOCC2)ccc1Cl)c1c(N)n(CC(C)C)c(=O)[nH]c1=O	9%
CCCCCN(C(=O)CCC(=O)OCC(=O)N(CC)C1CCCCC1)c1c(N)n(CCCC)c(=O)[nH]c1=O	-6%
O=C(O)c1cc(NC(=O)c2cccc(F)c2)cc(NC(=O)c2cccc(F)c2)c1	50%[activator]
Nc1c(Cl)cc(-c2csc(NCCc3nc4cc(Cl)c(Cl)cc4n3CCCO)n2)cc1Cl	-9%
CC(NC(=O)c1ccc(Cl)cc1)C1CC2CCC1C2 (centres undefined)	8%
Oc1ccc2ccccc2c1CNc1ccc(Br)cn1	13%
C[C@H]1CCC(=O)N([C@H](CSc2ccccc2)Cc2ccccc2)CC1	9%
COCCN(C(=O)COC(=O)CSc1ccc2ccccc2c1)c1c(N)n(Cc2ccccc2)c(=O)[nH]c1=O	0%
Cc1ccc(S(=O)(=O)N2CCC(C(=O)OC(C)C(=O)NC3CCCCC3C)CC2)cc1 (centres undefined)	4%
Cc1ccc(N2CC(C(=O)N3CCC4(CC3)CC(=O)c3ccccc3O4)CC2=O)cc1 (centres undefined)	-9%
CCn1nc(C(=O)Nc2ccc(Cl)c(S(=O)(=O)N3CCOCC3)c2)c2ccccc2c1=O	5%
CCC1Nc2ncnc(N3CCN(c4ccccn4)CC3)c2N(Cc2ccc(Cl)cc2)C1=O (centres undefined)	-6%
CCC(CC)c1nnc(NC(=O)C2CC(=O)N(CCc3ccc(OC)c(OC)c3)C2)s1 (centres undefined)	5%
CC1CC1C(=O)N(C)CC(=O)Nc1cccc(F)c1 (centres undefined)	0%
CCCN1CCC(CCOc2ccccc2)(C(=O)OCC)CC1	1%
Cc1oc2c(C)c3oc(=O)c(CCC(=O)N4C[C@H]5C[C@@H](C4)c4cccc(=O)n4C5)c(C)c3cc2c1C	-3%
Cc1ccc(S(=O)(=O)CCC(=O)OCC(=O)NC(=O)c2ccccc2)cc1	3%
CCn1nc(C(=O)NCCc2ccc3c(c2)OCCO3)c2ccccc2c1=O	1%
CCN(CC(=O)NCc1cccs1)C(=O)/C=C/c1cc(OC)c(OC)c(OC)c1	4%

15 entries already listed, ordered by SMILES length, ascending.
SMILES	L3MBTL1 block
Oc1ccc2ccccc2c1CNc1ccc(Br)cn1	13%
CC1CC1C(=O)N(C)CC(=O)Nc1cccc(F)c1 (centres undefined)	0%
CCCN1CCC(CCOc2ccccc2)(C(=O)OCC)CC1	1%
CCn1nc(C(=O)NCCc2ccc3c(c2)OCCO3)c2ccccc2c1=O	1%
Cc1cc(C)n2nc(C(=O)OCC(=O)NCc3ccc(Cl)cc3)nc2n1	0%
Cc1ccc(S(=O)(=O)CCC(=O)OCC(=O)NC(=O)c2ccccc2)cc1	3%
CCN(CC(=O)NCc1cccs1)C(=O)/C=C/c1cc(OC)c(OC)c(OC)c1	4%
O=C(O)c1cc(NC(=O)c2cccc(F)c2)cc(NC(=O)c2cccc(F)c2)c1	50%[activator]
CCC1Nc2ncnc(N3CCN(c4ccccn4)CC3)c2N(Cc2ccc(Cl)cc2)C1=O (centres undefined)	-6%
Cc1ccc(N2CC(C(=O)N3CCC4(CC3)CC(=O)c3ccccc3O4)CC2=O)cc1 (centres undefined)	-9%
Nc1c(Cl)cc(-c2csc(NCCc3nc4cc(Cl)c(Cl)cc4n3CCCO)n2)cc1Cl	-9%
CCn1nc(C(=O)Nc2ccc(Cl)c(S(=O)(=O)N3CCOCC3)c2)c2ccccc2c1=O	5%
CCCCCN(C(=O)CCC(=O)OCC(=O)N(CC)C1CCCCC1)c1c(N)n(CCCC)c(=O)[nH]c1=O	-6%
CCCCN(C(=O)c1cc(S(=O)(=O)N2CCOCC2)ccc1Cl)c1c(N)n(CC(C)C)c(=O)[nH]c1=O	9%
Cc1oc2c(C)c3oc(=O)c(CCC(=O)N4C[C@H]5C[C@@H](C4)c4cccc(=O)n4C5)c(C)c3cc2c1C	-3%

Other entries:
SMILES	L3MBTL1 block
O=C(Nc1ccc(Br)cc1Cl)c1ccc(OCC2CCCO2)cc1 (centres undefined)	8%
O=C(NCCOc1ccccc1F)c1ccc2c(=O)n3c(nc2c1)CCC3	-3%
Cc1ccc(C(=O)OCc2cc(=O)n3c(C)csc3n2)s1	2%
COc1cc(C(=O)NCc2cccnc2)ccc1OCC(=O)Nc1cccc(C(F)(F)F)c1	1%
CC(=O)Nc1ccc(C=NNc2ccc(S(=O)(=O)Nc3ccccc3C(=O)O)cc2[N+](=O)[O-])cc1	u
CC(=O)Nc1ccc(NC(=O)C(C)OC(=O)C2CCN(S(=O)(=O)c3ccc4c(c3)OCCO4)CC2)cc1 (centres undefined)	-1%
O=C(COC(=O)CCc1ccccc1)NC1CCS(=O)(=O)C1 (centres undefined)	8%
CC(C)C(=O)N1CCN(c2ccccc2NC(=O)c2cccc3ccccc23)CC1	0%
CCOc1ccccc1OCCCC(=O)Nc1cccc(S(=O)(=O)N2CCOCC2)c1	0%
COc1cc(S(=O)(=O)Nc2c(C)nn(C)c2C)ccc1NC(C)=O	4%
O=C(Nc1ccncc1)c1cc(S(=O)(=O)N2CCCC2)ccc1Cl	1%
CCS(=O)(=O)N1Cc2ccccc2CC1C(=O)N(C)CC(=O)Nc1ccc(OC)cc1 (centres undefined)	10%
CN(Cc1ccccc1F)C(=O)C1CCCN(C(=O)c2ccc(Cl)cc2)C1 (centres undefined)	2%
CC(C)N(C(=O)[C@H]1C[C@H](CC(=O)NCc2ccco2)C(=O)N2CCc3c([nH]c4ccc(Cl)cc34)[C@]12C)C(C)C	-8%
O=C(O)CCCCCCCCc1cn(CN2C(=O)c3ccccc3C2=O)nn1	37%[activator]
COc1ccc(OC)c(C(=O)NC(CC(N)=O)c2ccc(N3CCC(Cc4ccccc4)CC3)c([N+](=O)[O-])c2)c1 (centres undefined)	-9%
CCCn1c(N)c(C(=O)CSc2ncnc3sccc23)c(=O)n(C)c1=O	8%
COC(=O)c1ccc(NC(=O)c2cccc(N3C(=O)CCC3=O)c2)cc1	4%
CN(CC(=O)Nc1cccc(F)c1)C(=O)c1ccc(OCc2cn3ccccc3n2)cc1	u
COc1ccccc1NS(=O)(=O)c1cc(C(=O)N2CCCC2)ccc1C	-1%
CCCCn1c(N)c(N(CC(C)C)C(=O)CSc2nnc(C)n2-c2ccc(OC)cc2)c(=O)[nH]c1=O	1%
C=CCC[C@@H](Cc1ccc(F)cc1)C(=O)OC[C@@H]1CCCN1C(=O)[C@@H](CC=C)CC(=O)N[C@@H](CO)Cc1ccccc1	-2%
COc1ccc(F)cc1S(=O)(=O)Nc1cc2c3c(c1)CCC(=O)N3CCC2	4%
O=C(CN1CCOCC1)NNC(=O)c1ccc(Cl)cc1	4%
O=C(COC(=O)c1cc2c(s1)CCCCC2)NC1CCS(=O)(=O)C1 (centres undefined)	2%
Cn1c(C(=O)Nc2ccc(Cl)cc2)cc2cc(Cl)ccc21	-3%
Cc1c(NC(=O)CSC(=S)N2CCCC2)c(=O)n(-c2ccccc2)n1C	6%
CC(C)[C@@H](N)C(=O)NC[C@H]1O[C@@H](n2cnc3c(N)ncnc32)[C@H](O)[C@@H]1O	-3%
Cc1cc(OCC(=O)NCC(c2ccc(F)cc2)N2CCOCC2)ccc1Cl (centres undefined)	0%
CN(Cc1cccc(F)c1)C(=O)CN1CCN(S(=O)(=O)c2ccc3c(c2)OCCCO3)CC1	-2%
Cc1sc(NC(=O)CS(=O)(=O)c2ccccc2)c(C#N)c1C	-3%
COCCN(C(=O)COC(=O)c1cc2ccccc2cc1O)c1c(N)n(Cc2ccccc2)c(=O)[nH]c1=O	-4%
CCC(OC(=O)C(CC(C)C)NC(=O)c1ccccc1)C(=O)Nc1nnc(C)s1 (centres undefined)	0%
CCOc1ccc(NC(=O)CN(C)C(=O)CSc2ccccc2)cc1OCC	-3%
COc1ccc(C2/C(=C(/O)c3ccccc3)C(=O)C(=O)N2C)c(OC)c1 (centres undefined)	-1%[2.29 µM]
COc1ccc(C)c2sc(NC(=O)C3CC3)nc12	2%
COc1ccccc1C(C)NS(=O)(=O)c1ccc(Cl)nc1 (centres undefined)	3%
CCCC[C@H](CC(=O)c1ccccc1)[C@@H](OC(C)=O)C(=O)Oc1c(C(C)C)cccc1C(C)C	5%
O=C(NCCc1ccc(Cl)cc1)C1=CC=CN2CCS(=O)(=O)N=C12	1%
O=C(COC(=O)CN1C(=O)NC2(CCCC2)C1=O)Nc1ccc(C(F)(F)F)cc1[N+](=O)[O-]	3%
COC(=O)COc1ccc(C2NC(=O)NC(c3ccccc3)=C2C(C)=O)cc1Br (centres undefined)	-15%
O=C(Nc1cccc(Cl)c1)c1ccccc1	8%
O=S(=O)(/N=C(/Nc1nc2ccccc2s1)c1ccccc1)c1ccc(F)cc1	-10%
C[C@]12c3[nH]c4cc(-c5ccco5)ccc4c3CCN1C(=O)[C@@H](CC(=O)NCCc1ccccn1)C[C@@H]2C(=O)N1CCOCC1	-2%
CC(=O)c1cccc(OCC(=O)Nc2ccccc2N2CCOCC2)c1	7%
CC(C)[C@H](NC(=O)c1ccc(Br)cc1)C(=O)NC1CCCCC1	2%
CC(C)(C)OC(=O)CNC(=O)c1nc[nH]c1C(=O)NCc1ccccc1	-2%
Cc1ccc(N(CC(=O)N2CCCC2)S(C)(=O)=O)cc1C	-3%
Cc1nnc(SC(C)C(=O)NC2CCCCC2C)s1 (centres undefined)	-10%
CC(NCc1cc(Br)ccc1OCC(N)=O)C12CC3CC(CC(C3)C1)C2 (centres undefined)	1%[2.29 µM]
COc1ccc(NC(=O)CCN2C(=O)C3CC=CCC3C2=O)cc1S(=O)(=O)N1CCCCC1 (centres undefined)	1%
COc1ccc(N2CCN(C(=O)COC(=O)c3ccc(CSC)o3)CC2)cc1	-3%
CCCCCn1nc(C(=O)N(CC)c2c(N)n(CCCC)c(=O)[nH]c2=O)c2ccccc2c1=O	2%
COc1ccc(NC(=O)CCOc2ccccc2C)cc1S(=O)(=O)N1CCCCC1	2%
Cc1cccc(C2=NOC(=O)/C2=C\c2ccccc2F)c1	8%
CCOc1ccccc1C1CC(=O)Nc2cc(OC)c(OC)cc21 (centres undefined)	0%
COC(=O)[C@@]12CCCN1[C@H](c1ccc(-c3ccccc3)c(OC)c1)[C@H]1C(=O)N(C)C(=O)[C@H]12	0%
Cc1noc(C)c1C(=O)Nc1nc2ccc(F)cc2s1	-3%
Cc1ccc(C)c(COC(=O)CCN=C2NS(=O)(=O)c3ccccc32)c1	5%
Nn1c(SCC(=O)NCC2CCCO2)nnc1-c1ccco1 (centres undefined)	1%
Later entries
SMILES	L3MBTL1 block
Cc1nc(SCC(=O)Nc2ccc(S(=O)(=O)N3CCOCC3)cc2)c2c(C)c(C)sc2n1	-1%
CCOC(=O)[C@H]1[C@H]2COc3ccc(Cl)cc3[C@@H]2N2C(=O)c3cc(Cl)ccc3NC(=O)[C@@]12C	-7%
N#CC1=C(N)Oc2cc(N)ccc2C1c1cccc(F)c1 (centres undefined)	-18%
Cc1ccc(Cl)cc1NC(=O)COc1ccccc1	5%
C[C@H](NC(=O)c1ccco1)C(=O)NCc1cccs1	-1%

High-throughput results: PubChem BioAssay, National Center for Advancing Translational Sciences (NCATS)
